Screening data from PubChem.
NTR1 ag – agonists of NTR1, primary screen, imaging, U2OS cells, beta-arrestin-GFP, high content (AID 493036); 0.17% of 330,000 active; NTR1-U2OS beta-arrestin-GFP spot imaging, agonist mode; activation, % at 20 µM; Neurotensin receptor type 1 (Homo sapiens), P30989;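 active = activation at or above 40% of the spot to cytoplasm intensity ratio, with at least 20 cells analyzed; inconclusive = wells under 20 cells, flagged as cytotoxic or low count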;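 also: 0% = DMSO without peptide and 100% = 100 nM NTR1 peptide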
Target sequence (P30989 whole entry, looked up): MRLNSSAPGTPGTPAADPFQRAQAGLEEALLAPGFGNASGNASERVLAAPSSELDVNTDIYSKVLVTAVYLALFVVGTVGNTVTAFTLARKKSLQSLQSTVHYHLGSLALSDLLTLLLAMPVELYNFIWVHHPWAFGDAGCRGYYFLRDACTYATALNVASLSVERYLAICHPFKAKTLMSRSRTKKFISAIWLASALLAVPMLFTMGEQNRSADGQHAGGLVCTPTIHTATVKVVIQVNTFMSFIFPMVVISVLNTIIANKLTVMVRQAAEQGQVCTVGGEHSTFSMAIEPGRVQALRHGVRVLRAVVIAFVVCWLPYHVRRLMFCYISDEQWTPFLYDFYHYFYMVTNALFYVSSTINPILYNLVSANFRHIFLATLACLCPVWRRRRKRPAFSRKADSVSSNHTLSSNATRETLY
GPR35 arrestin U2OS – GPR35 antagonists blocking zaprinast-driven arrestin recruitment, primary screen, imaging, U2OS, beta-arrestin-GFP, zaprinast agonist (AID 2058); inhibition, % at 10 µM, or IC50 in µM where a hit was titrated; G-protein coupled receptor 35 (Homo sapiens); U2OS GPR35 beta-arrestin-GFP translocation imaging, zaprinast antagonism; higher % means a stronger effect; 0.052% of 290,000 active;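 active = inhibition of at least 50% with at least 30 cells and total cytoplasm GFP at most 10,000,000; inconclusive = under 30 cells or total GFP of 10,000,000 plus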
Yfh1-depleted yeast – enhancers of respiration in Yfh1-depleted yeast, dose response, Friedreich's ataxia, plus single-dose screen (AID 1465); S. cerevisiae Yfh1-off respiration, WST-1 reduction, 72 h; higher fold induction means a stronger effect; 0.074% of 220,000 active; one-dose fold induction at 50 µM; EC50 in µM for titrated hits;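 active = fold induction of absorbance versus untreated yeast above a set limit, then at least 30% activation at any dose in follow-up; inconclusive = repeats straddling the limit, or above it without dose testing; inactive = fold induction below the set limit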;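 also: activators that raise dye reduction in frataxin-depleted yeast; strong numbers were not always called active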
Rac1 GTP hydrolysis – MgcRacGAP GTPase-activating activity inhibitors, confirmation, biochemical, ADP Hunter fluorescence; 0.6% of 340,000 active; MgcRacGAP-stimulated Rac1 GTP hydrolysis, ADP Hunter fluorescence; higher % means a stronger effect; GST-tagged Rac1 F28L mutant substrate; inhibition, % at 30 µM, or IC50 in µM where a hit was titrated;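 active = first-screen hits whose inhibition reached a set limit at any dose in the follow-up dose series; inconclusive = inhibition above the set first-screen limit but never retested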;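 also: fluorescence reports GDP produced by GAP-driven GTP hydrolysis; strong numbers were not always called active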
Dengue-2 NS5 capping – Dengue-2 NS5 methyltransferase inhibitors, primary screen, biochemical, confirmation dose response (AID 588689); Dengue-2 NS5 methyltransferase capping enzyme assay, biochemical; higher % means a stronger effect; one-dose inhibition, % at 25 µM; IC50 in µM for titrated hits; 0.3% of 340,000 active; in the data active = a potency from the dose series; inconclusive = inhibition above about 29% without an active follow-up result
GPR55 LPI antagonism – GPR55 antagonists blocking LPI-driven arrestin recruitment, primary screen, imaging, U2OS, beta-arrestin-GFP, LPI agonist (AID 2013) | G-protein coupled receptor 55 (Homo sapiens) | U2OS GPR55 beta-arrestin-GFP translocation imaging, LPI antagonism; higher % means a stronger effect | inhibition, % at 10 µM, or IC50 in µM where a hit was titrated | 0.13% of 290,000 active;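 active = spots per cell inhibited over 60%, with over 100 cells counted and total cytoplasm intensity under 500,000; inconclusive = wells with under 100 cells, flagged as likely toxic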;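 also: U2OS cells stably carrying GPR55 and arrestin-GFP stimulated by 5 µM LPI near EC80; imaged beta-arrestin-GFP aggregate spots per cell after agonist stimulation; plate controls were LPI-stimulated DMSO wells for no effect and DMSO wells without LPI for full effect; some results filed as inactive read as strong as hits; confirmed hits need IC50 under 10 µM and bright autofluorescent wells are also inconclusive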
Large T inhibition – SV40 large T antigen inhibitors, biochemical (AID 1903); 0.39% of 310,000 active; inhibition, % at 20 µM; hits with a dose series show IC50 in µM; SV40 large T antigen ATPase/helicase inhibition assay; higher % means a stronger effect; in the data active = a potency from the dose series; inconclusive = inhibition mostly from about 32% at the one dose, without a potency; inactive = the rest, 99 in 100 with inhibition below about 32%; also: strong numbers were not always called active
GPR55 activation – GPR55 agonists via beta-arrestin recruitment, primary screen, imaging, U2OS cells, beta-arrestin-GFP redistribution (AID 1961); G-protein coupled receptor 55 (Homo sapiens); U2OS GPR55 beta-arrestin-GFP redistribution imaging; higher % means a stronger effect; activation, % at 10 µM; hits with a dose series show EC50 in µM; 0.048% of 290,000 active;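 active = activation above 40% with more than 50 cells counted in the well; inconclusive = wells holding fewer than 50 cells, flagged as toxic or sparse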;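 also: U2OS osteosarcoma cells stably expressing GPR55 and beta-arrestin-GFP; plate controls were DMSO negative control for no effect and LPI positive control for full effect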
AID2073 – inhibitors of Mint1-CaV2.2 protein interaction, biochemical, HTRF (AID 2073). HTRF protein-protein interaction, Mint1-CaV2.2; higher % means a stronger effect. one-dose inhibition, % at 20 µM; IC50 in µM for titrated hits. 0.19% of 290,000 active; in the data active = inhibition mostly above about 51%, no sharp cut-off; inconclusive = no clear call, values can overlap the other calls; inactive = mostly below about 53%; also: some results filed as inactive read as strong as hits
NTR1 ag cell count 20 µM – also measured in NTR1 ag; calls as there; cell count; measured here: cell count, cytotoxicity flag
* hit, by the source's call; i = inactive; ? = inconclusive; · = no result given; & = joins results of further samples.

SMILES	NTR1 ag	NTR1 ag cell count 20 µM	GPR35 arrestin U2OS	Yfh1-depleted yeast	Rac1 GTP hydrolysis	Dengue-2 NS5 capping	GPR55 LPI antagonism	Large T inhibition	GPR55 activation	AID2073
O=C(NCC1CCCO1)c1cccc(NC(=O)c2cccs2)c1 (stereo not drawn)	-0.4	60	5%	i	-1%	1%	3%	-1%	0.2%	-4%
CCOc1ccc(N(C(=O)CNC(=O)c2ccco2)C(C(=O)NC2CCCC2)c2ccncc2)cc1 (stereo not drawn)	-0.3	39	1%	i	1%	-6%	8%	2%	0.2%	21%
CCC1(CC)NC(=O)N(CC(=O)OCC(=O)Nc2ccc(F)c(F)c2F)C1=O	1.0	66	-12%	i	4%	1%	-4%	9%	-0.2%	4%
COc1cc2c(cc1OC)CN(C(=O)/C=C/c1cccc([N+](=O)[O-])c1)CC2	2.0	57	-9%	·	3%	-9%	-15%	8%	0.2%	2%
N#Cc1nc(-c2ccccc2Cl)oc1N1CCCCC1	2.0	60	1%	i	6%	-7%	-11%	6%	0.3%	2%
COc1cc2[nH]c(=O)n(CCC(=O)NC3CCN(Cc4ccccc4)CC3)c(=O)c2cc1OC	0.0	93	-2%	i	-5%	-3%	-5%	14%	-1.0%	-6%
O=C(Cn1cnc([N+](=O)[O-])c1)NCc1ccc(F)cc1	0.4	43	8%	·	10%	-4%	2%	19%	-0.1%	3%
CCOC(=O)C(Cc1c[nH]c2ccccc12)NC(=O)c1ccccc1Br (stereo not drawn)	3.3	66	-5%	·	6%	-3%	-12%	10%	-0.2%	-5%
O=S(=O)(c1ccc(Br)s1)N1CCNCC1	-0.6	68	-8%	i	4%	-1%	-8%	4%	-0.1%	1%
CCOC(=O)c1[nH]c(C)c(CN(C(C)=O)c2ccc(OCC)cc2)c1C	-0.5	50	-2%	i	3%	·	-19%	-6%	0.2%	-11%
CCC(C)NC(=O)CN1C(=O)C(CC)Sc2ccccc21 (stereo not drawn)	0.1	58	-2%	i	5%	0%	34%	19%	-0.3%	15%
O=C(c1ccc(NS(=O)(=O)c2ccc3[nH]c(=O)[nH]c3c2)cc1)N1CCCCC1	0.9	65	·	·	11%	4%	·	-1%	·	·
Cn1cnc([N+](=O)[O-])c1Cl	-0.8	47	9%	i	·	·	-1%	8%	-0.1%	-14%
Cc1cc(C)c(S(=O)(=O)Cc2ccccc2)c(OC(C)C)n1	1.3	77	9%	·	7%	0%	5%	8%	-0.1%	8%
CCC(C)[C@H](NC(=O)Nc1cccc(Br)c1)C(=O)OC (stereo partly drawn)	-0.8	75	3%	i	8%	-1%	-2%	5%	-0.2%	9%
Cc1ccc(C)c(CN2CCN(c3ncccn3)CC2)c1	0.2	76	-4%	·	20%	·	8%	2%	0.0%	0%
O=C(N[C@@H](Cc1ccc(O)cc1)C(=O)O)c1ccc(C(F)(F)F)cc1	-5.2	47	0%	i	7%	-2%	12%	9%	0.5%	-3%
O=C(Nc1cccc(NC(=O)c2ccc3c(c2)OCO3)c1)c1ccccc1	-2.1	51	-3%	i	2%	0%	1%	7%	-0.4%	38%
CCC(C)c1ccc(NC(=S)NCc2ccccc2OC)cc1 (stereo not drawn)	·	·	-11%	i	0%	-2%	-5%	3%	0.2%	-6%
COc1ccc(OC)c(Nc2nc(-c3sc(N)nc3C)cs2)c1	4.4	53	-8%	i	23%	14%	-5%	23%	-0.2%	24%
O=C(/C=C/c1cccc([N+](=O)[O-])c1)N1CCN(c2ccc(F)cc2)CC1	0.3	41	0%	i	12%	-3%	17%	12%	-0.2%	1%
Cc1cc(-c2nn(-c3ccccc3F)cc2CNCCc2cnc[nH]2)c(C)s1	2.5	52	8%	i	10%	-1%	1%	8%	-0.2%	15%
CCCCC(C(=O)NC1CCCC1)N(C(=O)c1snc(C(N)=O)c1N)c1ccc(OCC)cc1 (stereo not drawn)	11	57	-4%	·	3%	13%	5%	4%	-0.4%	-4%
C=CCn1c(N/N=C/c2ccc(O)cc2)nc2ccccc2c1=O	5.5	69	4%	i	47µM*	-4%	6%	31%	-0.2%	3%
O=C1OCC2=C1C(c1ccc(F)cc1)c1cc3c(cc1N2)OCO3 (stereo not drawn)	·	·	-13%	i	6%	-7%	-13%	0%	-0.5%	22%
COc1ccc(Cl)cc1NC(=O)c1nc2nc(C)cc(C(F)F)n2n1	-1.2	70	-19%	i	6%	-7%	-18%	1%	-0.2%	10%
CCCOC(=O)/C(=C\c1ccc([N+](=O)[O-])o1)NC(=O)c1ccccc1	-1.5	65	2%	i	8%	-6%	-10%	19%	-0.2%	3%
CCn1c(=O)c2c(nc(SCC(=O)NC3CCCC3)n2C)n(C)c1=O	-2.0	62	0%	·	9%	2%	11%	8%	-0.2%	-3%
CC(C)OC(=O)NCCOC(=O)Nc1ccc(Cl)c(Cl)c1	1.5	75	12%	i	7%	-6%	-3%	6%	0.0%	-8%
CCCOc1ccc(C(=O)NCc2cccnc2)cc1	0.5	50	7%	i	4%	-2%	8%	8%	-0.1%	0%
O=[N+]([O-])c1ccc(F)cc1OCc1cccc(S(=O)(=O)N2CCOCC2)c1	5.1	65	·	·	8%	-7%	·	2%	·	·
COc1ccc(Cl)cc1NC(=O)CN(C)C(=O)c1cc2ccccc2cc1O	7.5	54	·	·	6%	-1%	·	17%	·	·
O=C(O)C1CC=CCC1C(=O)N1CCN(c2nc(-c3ccccc3)c3ccccc3n2)CC1 (stereo not drawn)	0.2	48	-10%	·	-1%	2%	26%	15%	-0.1%	1%
CCSc1nnc(NC(=O)c2ccc(S(=O)(=O)N(C)C)cc2)s1	1.3	34	2%	i	6%	-4%	2%	6%	1.5%	46%
Cc1onc(-c2ccccc2Cl)c1C(=O)Nc1ccc(S(=O)(=O)NCC2CCCO2)cc1 (stereo not drawn)	0.1	60	-7%	i	10%	-1%	6%	7%	0.0%	3%
O=C(Nc1ccc(Br)cc1)c1cccc(NC(=O)C2C3CC4OC(=O)C2C4C3)c1 (stereo not drawn)	4.7	69	4%	i	5%	-3%	12%	12%	-0.1%	0%
O=C(NCCC1=CCCCC1)C(c1ccccc1)c1ccccc1	3.9	50	15%	i	5%	2%	37%	8%	-0.3%	7%
Brc1ccc(CSc2ncn[nH]2)cc1	-1.3	35	6%	i	10%	1%	13%	-1%	-0.2%	40%
COc1ccc(-c2cc(=O)oc3c(C)c(OCC(=O)N(C)C)ccc23)cc1	1.3	61	-5%	·	8%	-7%	6%	7%	0.2%	5%
O=C(O)c1ccc(N=Cc2c(O)ccc3ccccc23)cc1	0.5	51	-6%	·	15%	-4%	2%	6%	0.3%	-22%
O=[N+]([O-])c1cc([N+](=O)[O-])c(Oc2ccccc2F)cc1NN1CCCCC1	6.6	84	-3%	·	4%	-2%	5%	19%	-0.1%	0%
O=C(NN1C(=O)C2C3c4ccccc4C(c4ccccc43)C2C1=O)c1ccccc1 (stereo not drawn)	0.9	69	7%	i	-3%	-2%	1%	16%	-0.2%	0%
O=C(NC1CCCC1)c1cc2nc(-c3ccccc3)cc(-c3ccccc3)n2n1	6.2	64	0%	i	11%	-4%	8%	23%	-1.5%	36%
O=C(NCC1CCOCC1)c1ccc2nc(Cc3cccc(Cl)c3)oc2c1	-0.8	51	-5%	·	2%	0%	6%	8%	0.0%	13%
CC(OC(=O)c1ccc(NC(=O)CC#N)cc1)C(=O)Nc1nc(-c2ccccc2)cs1 (stereo not drawn)	5.9	77	·	·	9%	-4%	·	4%	·	·
N#Cc1c(C(F)(F)F)cc(-c2ccccc2)nc1SCC(=O)N1CCOCC1	2.8	86	-3%	i	4%	-5%	-3%	-2%	0.8%	9%
Cc1cc(C)c2c(N)c(C(=O)NN3CC(=O)N(c4ccccc4)CC3=O)sc2n1	-0.3	64	-19%	i	7%	-9%	5%	4%	0.7%	29%
Cc1nn(-c2ccccc2)c(=S)c2ccccc12	-1.2	92	13%	i	4%	3%	6%	11%	-0.1%	18%
CC(NC(=O)C1C2C=CC(C2)C1C(=O)O)c1ccccc1 (stereo not drawn)	0.1	89	-7%	i	6%	-11%	7%	2%	0.0%	-4%
O=C(NC(=S)Nc1ccc2[nH]c(=O)[nH]c2c1)c1cccc(F)c1	-1.4	36	-11%	·	11%	-19%	-2%	6%	-0.2%	-8%
(more compounds)
SMILES	NTR1 ag	NTR1 ag cell count 20 µM	GPR35 arrestin U2OS	Yfh1-depleted yeast	Rac1 GTP hydrolysis	Dengue-2 NS5 capping	GPR55 LPI antagonism	Large T inhibition	GPR55 activation	AID2073
Fc1ccc(CNc2nc3ccccc3n3cnnc23)cc1	11	55	-11%	i	-7%	-5%	24%	1%	-0.2%	24%
CCCOc1ccc(C(CC(=O)O)NS(=O)(=O)c2ccc(NC(C)=O)cc2)cc1 (stereo not drawn)	-2.0	88	-9%	·	2%	-10%	13%	7%	-0.1%	5%
O=C(Nc1ccccc1-c1nc2ccccc2s1)c1ccc(Br)o1	5.8	63	16%	i	-1%	-2%	17%	-3%	-0.1%	?
COC(=O)CSc1nc2ccc(NC(=O)CSc3nnnn3Cc3ccccc3)cc2s1	7.6	87	-1%	i	7%	1%	2%	7%	0.8%	17%
CCN(CC)CC#CCOC(=O)C(O)(c1ccccc1)C1CCCCC1 (stereo not drawn)	-1.1	64	6%	i	1%	-4%	-10%	3%&22%	1.1%	4%
CCN(CC(=O)NCCCN1CCOCC1)S(=O)(=O)c1ccc(Cl)cc1	-0.2	57	-19%	·	1%	-4%	-1%	-2%	-0.2%	15%
CC(NC(=O)CN(c1ccc(F)cc1)S(C)(=O)=O)c1ccccc1 (stereo not drawn)	1.3	40	-7%	·	6%	0%	-10%	0%	-0.2%	7%
CSc1nc(N2CCN(CCO)CC2)c2sc3nc(-c4ccco4)c4c(c3c2n1)CCC4	·	·	-17%	·	·	·	6%	·	0.8%	64%*
CCn1c(NC(=O)C2CCCCC2)nc2ccccc21	-0.9	48	6%	i	13%	1%	8%	8%	-0.2%	-4%
CC(C)C[C@H](NC(=O)CCn1nnc2ccccc2c1=O)C(=O)O	-0.4	46	-4%	i	4%	-7%	-4%	10%	-0.1%	-2%
CNc1nc(-c2ccccc2)cc(C)c1S(C)(=O)=O	0.0	41	-9%	i	11%	-6%	1%	8%	-0.3%	31%
